# RSV antiviral HEp-2: RSV antiviral activity via CPE protection, HEp-2 cells, primary 10 µM value included (AID 2391); HEp-2 cells, RSV-induced CPE inhibition; higher % means a stronger effect; CPE inhibition, % at 10 µM; hits with a dose series show IC50 in µM; 310,000 tested, 0.13% active; in the data active = a potency from the dose series; inconclusive = CPE inhibition mostly from about 23% at the one dose, without a potency; inactive = the rest, 99 in 100 with CPE inhibition below about 21%; note: strong numbers were not always called active
# XIAP displacement: XIAP antagonists, biochemical, IAP family, fluorescence polarization (AID 1018). XIAP BIR domain, fluorescence polarization peptide displacement; higher % means a stronger effect. one-dose displacement, % at 20 µM; IC50 in µM for titrated hits. 200,000 tested, 0.007% active; in the data active = displacement above about 50%; note: a part of the inactive calls stands beside numbers as strong as those of hits
# UTI89 phage lysis: inhibition of K1F phage lysis, E. coli UTI89, bacterial capsule biogenesis inhibitors, alamar blue (AID 488966). 340,000 tested, 0.02% active. one-dose inhibition, % at 100 µM; IC50 in µM for titrated hits. E. coli UTI89 K1F phage lysis, alamar blue, 2 h; higher % means a stronger effect;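 active = phage lysis inhibition, versus mean bacterial control, above a set limit; inconclusive = no clear call, values can overlap the other calls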;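 note: capsule biogenesis inhibitors block K1F phage lysis so surviving cells raise fluorescence; higher fluorescence means more inhibition of phage lysis; actives were called in the ten point dose series up to 300 µM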
# WT yeast gro inh: growth inhibition of WT strain, primary screen, mitochondrial fusion inhibitor project, WT and mutant strains, chemical genetic. mitochondrial fusion phenotypic screen. inhibition, % at 10 µM. 190,000 tested, 2.1% active. AID 1362, 2008; in the data active = inhibition above about 58%; tested in S. cerevisiae
# NS5 inhibitors: Dengue-2 NS5 methyltransferase inhibitors, primary screen, biochemical, confirmation dose response (AID 588689) | Genome polyprotein (Dengue virus type 2 (strain 16681-PDK53)) | Dengue-2 NS5 methyltransferase capping enzyme assay, biochemical; higher % means a stronger effect | one-dose inhibition, % at 25 µM; IC50 in µM for titrated hits | 340,000 tested, 0.3% active; in the data active = a potency from the dose series; inconclusive = inhibition above about 29% without an active follow-up result
# Yfh1-depleted yeast: enhancers of respiration in Yfh1-depleted yeast, dose response, Friedreich's ataxia, plus single-dose screen (AID 1465); fold induction at 50 µM; hits with a dose series show EC50 in µM; S. cerevisiae Yfh1-off respiration, WST-1 reduction, 72 h; higher fold induction means a stronger effect; 220,000 tested, 0.074% active;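 active = fold induction of absorbance versus untreated yeast above a set limit, then at least 30% activation at any dose in follow-up; inconclusive = repeats straddling the limit, or above it without dose testing; inactive = fold induction below the set limit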;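 note: activators that raise dye reduction in frataxin-depleted yeast; strong numbers were not always called active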
# ER stress rescue: rescue of cells from ER stress-induced death, primary screen, 384-well, CSM14.1, thapsigargin, ATP luminescence (AID 1222); CSM14.1 thapsigargin-induced death rescue, ATP luminescence; higher % means a stronger effect; one-dose cellular ATP content (survival), % at 20 µM; EC50 in µM for titrated hits; 190,000 tested, under 10 active;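 active = EC50 below 50 µM in the dose-response confirmation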;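 note: death triggered by thapsigargin at about 15 µM added after 2 h compound pretreatment; cell ATP read after overnight thapsigargin exposure of roughly 18 to 22 hours; normalized against plate controls of thapsigargin alone and 5% DMSO vehicle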
# SV40 large T antigen: SV40 large T antigen inhibitors, biochemical (AID 1903); 310,000 tested, 0.39% active; inhibition, % at 20 µM; hits with a dose series show IC50 in µM; SV40 large T antigen ATPase/helicase inhibition assay; higher % means a stronger effect; in the data active = a potency from the dose series; inconclusive = inhibition mostly from about 32% at the one dose, without a potency; inactive = the rest, 99 in 100 with inhibition below about 32%; note: strong numbers were not always called active
# West Nile antiviral: West Nile virus antiviral activity, cell-based, CPE readout (AID 1621); West Nile virus-infected cells, CPE inhibition; higher % means a stronger effect; CPE inhibition, % at 10 µM, or IC50 in µM where a hit was titrated; 290,000 tested, 0.02% active; in the data active = a potency from the dose series; inconclusive = CPE inhibition mostly from about 3.7% at the one dose, without a potency; inactive = the rest, 99 in 100 with CPE inhibition below about 2.2%; note: strong numbers were not always called active
# WT yeast gro inh mutant strain: also measured in WT yeast gro inh; calls as there; inhibition, %; mitochondrial fusion phenotypic screen, mutant strain inhibition
# NS5 inhibitors pilot replicate: second read-out of NS5 inhibitors, no call of its own (marks repeat the call); inhibition, %; measured here: pilot screen replicate inhibition
# * hit, by the source's call; i = inactive; ? = inconclusive; nt = no result given; [ ] = another dose, or the depositor's remark. An unsorted share of the library, and some 2.2% of all compounds hit somewhere here.
SMILES,RSV antiviral HEp-2,XIAP displacement,UTI89 phage lysis,WT yeast gro inh,WT yeast gro inh mutant strain,NS5 inhibitors,Yfh1-depleted yeast,ER stress rescue,SV40 large T antigen,West Nile antiviral,others
CCCC1(c2ccccc2)NC(=O)NC1=O (stereo unspecified),2.0%,nt,0.3%,nt,nt,2%,nt,nt,12%,-1.0%,
CCOC(=O)c1sc(C)c2c(=O)n(Cc3ccc(Cl)cc3)cnc12,4.2%,-3.0%,-0.6%,1,-9,4%,i,0.8%,5%,-0.8%,
Cc1cccc(-n2cc(C#N)c(=O)[nH]c2=O)n1,1.5%,-2.0%,0.1%,-9,-9,-5%,i,4.8%,12%,-0.7%,
CC(C)c1ccc(OCc2nc(-c3ccccn3)no2)c(Br)c1,6.7%,-3.8%,-3.5%,79*,1.1*,-2%,i,-2.3%,1%,-0.6%,
O=C(O)c1ccc([N+](=O)[O-])c(CS(=O)(=O)c2ccc(Cl)cc2)c1,-0.5%,-8.9%,0.2%,-4,-8,3%,i,nt,6%,0.5%,
COc1cc(C(c2sc3nc(C)nn3c2O)N2CCOCC2)cc(OC)c1OC (stereo unspecified),-0.1%,-13%,0.8%,-14,-4,-3%,i,0.4%,17%,0.1%,
N#CCCN(CCC#N)c1nnc(-c2ccccc2)s1,nt,-1.7%,-0.4%,74*,-2.4*,-1%,i,-2.3%,2%,0.5%,
CCc1cc2c(COC(=O)c3cccc(NS(C)(=O)=O)c3)cc(=O)oc2cc1O,5.9%,nt,0.2%,nt,nt,-20%,nt,nt,4%,1.6%,
O=C(NCC(c1cccnc1)N1CCN(c2ccccc2F)CC1)OCc1ccccc1 (stereo unspecified),-1.1%,-1.2%,-0.4%,30,45,15%,i,5.4%,-1%,-0.6%,
CCNC(=S)N/N=C(\C)c1cc2ccccc2o1,14%,-6.4%,12%,8,17,1%,i,0.8%,1%,-0.7%,
Cc1c(N(C)CS(=O)(=O)O)c(=O)n(-c2ccccc2)n1C,2.4%,nt,4.1%,nt,nt,2%,nt,nt,18%,nt,
CC1CCCC(C)N1/N=C/c1ccccc1C(=O)O (stereo unspecified),0.5%,-10%,-0.2%,-10,-12,7%,i,-1.0%,5%,0.8%,
CCCCN(C)C(=O)c1nc2ccccn2c1CN(C)Cc1csc(C)n1,0.1%,-0.2%,0.0%,11,16,0%,i,-0.4%,6%,-0.5%,
CC1=N/C(=C/c2ccc([N+](=O)[O-])cc2)C(=O)N1c1ccc(Cl)cc1Cl,0.0%,-1.5%,-0.2%,5,14,3%,i,-4.6%,4%,-0.2%,
Nc1nc(-c2ccco2)nn1S(=O)(=O)c1ccccc1,0.8%,-1.8%,0.4%,-17,4,-5%,i,0.3%,10%,-0.4%,
CCOC(=O)C1(Cc2cccc(OC)c2)CCN(C2CCOCC2)CC1,-0.8%,-1.6%,0.0%,3,-12,nt,i,-0.9%,-19%,-0.8%,
Cn1c(Cc2ccccc2)nnc1SCC(=O)N1CCN(c2ccccc2)CC1,0.6%,-2.6%,13%,56,49,2%,i,-5.1%,16%,-0.4%,
C=CCn1c(SCC(=O)Nc2ccc(N(C)C)cc2)nnc1-c1cccc(C)c1,2.7%,-0.3%,0.0%,-10,-11,15%,i,1.2%,33%,0.7%,
O=[N+]([O-])c1cc(Cl)ccc1N1CCOCC1,9.8%,14%,-0.4%,-12,3,-5%,i,-0.6%,5%,1.7%,
CCOC(=O)C(C(=O)NCc1ccc(C)cc1)c1ncc(C(F)(F)F)cc1Cl (stereo unspecified),1.4%,2.1%,0.1%,-1,-2,2%,i,-0.6%,-2%,-0.5%,
C=CCn1c(NCc2ccccc2O)nc2ccccc21,7.5%,nt,1.0%,nt,nt,-7%,nt,nt,6%,-1.9%,
CCCNC(=S)N1CCC(C(=O)c2ccc(OC)cc2)CC1,9.7%,-0.4%,-0.1%,14,13,3%,i,-0.2%,21%,-1.0%,
COC(=O)C(Cc1ccc(O)cc1)NC(=O)c1ccccc1OC (stereo unspecified),2.8%,-2.6%,-0.8%,-13,16,-4%,i,-2.5%,9%,0.5%,
Cc1ccc2c(c1)cc(CN(Cc1ccco1)C(=O)N1CCOCC1)c1nnnn12,-0.7%,-0.6%,0.1%,-11,-14,-2%,i,-2.0%,4%,-0.9%,
COCCNC(=O)CSc1cc(=O)n(C)c2cc(Cl)ccc12,-0.1%,-0.6%,0.1%,-13,-3,-11%,i,-1.5%,8%,0.4%,
CC(C)[C@H](NC(=O)NC1CCCc2ccccc21)C(=O)O (stereo partly specified),0.7%,-0.9%,4.0%,-12,45,3%,i,1.6%,-3%,0.6%,
O=C(c1ccc(CNS(=O)(=O)c2cccc(Cl)c2)cc1)N1CCCC1,2.4%,-1.5%,0.2%,-1,2,-6%,i,1.7%,6%,-1.3%,
C=CCN(c1ccccc1OC)S(=O)(=O)c1ccc(Cl)c(C(=O)Nc2ccc(N3CCOCC3)cc2)c1,13%,-1.4%,-0.9%,2,-23,-7%,i,-0.8%,6%,-0.3%,
COc1ccccc1CCN1CCCC(CN(C)C(=O)c2ccoc2)C1 (stereo unspecified),-0.3%,nt,0.5%,nt,nt,-1%,nt,nt,12%,-0.6%,
COC(=O)c1cccc2c1NC(=O)C2=O,1.5%,nt,0.5%,nt,nt,-14%,i,nt,12%,-0.2%,
CCC(CC)C(=O)Nc1cccc(C(=O)Nc2nccs2)c1,1.6%,-1.9%,0.5%,3,30,2%,i,0.6%,0%,-0.8%,NS5 inhibitors pilot replicate=-1.2
Cc1ccc(C(=O)N2N=C(c3cccc(NS(C)(=O)=O)c3)CC2c2cccs2)cc1 (stereo unspecified),?,nt,0.3%,nt,nt,3%,nt,nt,21%,-0.4%,
O=C(CCCCCNC(=O)c1ccccc1)N/N=C/c1ccco1,0.9%,-6.4%,-0.1%,22,15,-7%,i,-0.6%,15%,-0.1%,
COc1ccc(S(=O)(=O)NCC2CCCN(C(=O)c3ccccc3)C2)cc1 (stereo unspecified),2.4%,-6.4%,-0.2%,-23,-2,-12%,i,-0.6%,-5%,-0.2%,
C=C(Br)Cn1c(CC(C)C)nc2ccccc21,2.9%,-1.0%,0.9%,12,10,-7%,i,1.2%,-2%,-1.0%,
O=[N+]([O-])c1cc(Cl)c(O)c2ncccc12,nt,-2.6%,-0.5%,56,67,-1%,i,0.4%,15%,-1.5%,

# Quoted at random: 2 compounds from above.
SMILES,RSV antiviral HEp-2,XIAP displacement,UTI89 phage lysis,WT yeast gro inh,WT yeast gro inh mutant strain,NS5 inhibitors,Yfh1-depleted yeast,ER stress rescue,SV40 large T antigen,West Nile antiviral,others
COCCNC(=O)CSc1cc(=O)n(C)c2cc(Cl)ccc12,-0.1%,-0.6%,0.1%,-13,-3,-11%,i,-1.5%,8%,0.4%,
COC(=O)c1cccc2c1NC(=O)C2=O,1.5%,nt,0.5%,nt,nt,-14%,i,nt,12%,-0.2%,

# Grouped by structure: the entries above with a COOH group (3)
SMILES,RSV antiviral HEp-2,XIAP displacement,UTI89 phage lysis,WT yeast gro inh,WT yeast gro inh mutant strain,NS5 inhibitors,Yfh1-depleted yeast,ER stress rescue,SV40 large T antigen,West Nile antiviral,others
O=C(O)c1ccc([N+](=O)[O-])c(CS(=O)(=O)c2ccc(Cl)cc2)c1,-0.5%,-8.9%,0.2%,-4,-8,3%,i,nt,6%,0.5%,
CC1CCCC(C)N1/N=C/c1ccccc1C(=O)O (stereo unspecified),0.5%,-10%,-0.2%,-10,-12,7%,i,-1.0%,5%,0.8%,
CC(C)[C@H](NC(=O)NC1CCCc2ccccc21)C(=O)O (stereo partly specified),0.7%,-0.9%,4.0%,-12,45,3%,i,1.6%,-3%,0.6%,

# More entries.
SMILES,RSV antiviral HEp-2,XIAP displacement,UTI89 phage lysis,WT yeast gro inh,WT yeast gro inh mutant strain,NS5 inhibitors,Yfh1-depleted yeast,ER stress rescue,SV40 large T antigen,West Nile antiviral,others
COc1ccc(NC(=O)C2CCCN(S(=O)(=O)c3ccc4[nH]c(=O)ccc4c3)C2)cc1OC (stereo unspecified),2.3%,nt,0.0%,nt,nt,-8%,nt,nt,13%,0.0%,
CCC(C)NC(=O)C(CCSC)NC(=O)c1ccccc1 (stereo unspecified),2.8%,-6.7%,1.3%,6,-12,4%,i,-0.8%,-2%,0.3%,
Cc1ccccc1C(=O)Nc1cccc(C(=O)Nc2ccccc2C(=O)O)c1,6.0%,nt,1.8%,nt,nt,2%,nt,nt,20%,-0.9%,
CCCN(C(=O)COC(=O)COc1c(C)cccc1C)c1c(N)n(Cc2ccccc2)c(=O)[nH]c1=O,-0.8%,nt,0.6%[50 µM],nt,nt,0%,nt,nt,18%,nt,
C/C(=N\NC(=O)c1ccccc1)c1cccc(Br)c1,-0.9%,-3.2%,2.1%,18,8,1%,i,-0.5%,-1%,0.1%,
O=c1oc2ccccc2c(O)c1/C=N/c1ncccn1,1.4%,-2.5%,0.2%,nt,nt,-6%,i,-1.8%,nt,-0.2%,
COc1ccccc1NC(=O)CSCC(=O)N1c2ccccc2CCc2ccccc21,12%,-11%,-0.2%,6,-3,-12%,i,0.0%,12%,-2.0%,
COCCn1c(NCc2ccccc2)nc2c1c(=O)[nH]c(=O)n2C,1.8%,-0.9%,3.2%[50 µM],19,26,-1%,i,7.0%,9%,0.5%,
O=C(/C=C/c1ccc(Cl)cc1)NC(=S)NN1CCCCC1c1cccnc1 (stereo unspecified),-0.8%,-6.8%,nt,66*,24*,nt,i,14%,4%,-1.0%,
CC1(C)CC(O)CC(C)(C)N1CC(O)COCc1ccccc1 (stereo unspecified),-1.1%,nt,3.5%,nt,nt,-11%,nt,nt,20%,0.2%,
COc1cccc(/C=N/NC(=O)c2ccc(COc3ccc(Cl)cc3Cl)o2)c1,1.9%,-26%,0.5%,3,8,-3%,i,-1.8%,6%,-0.2%,
CCOc1cc(/C=N\Nc2ccc([N+](=O)[O-])cc2)ccc1OCC(=O)Nc1ccc(C)c(C)c1,1.4%,-4.4%,8.7%,1,-10,22%,i,0.2%,0%,0.2%,
CN(C)S(=O)(=O)c1ccc(C(=O)Nc2ccccc2OC(F)(F)C(F)F)cc1,-1.8%,2.6%,-1.1%,-2,1,-3%,i,-3.5%,7%,0.1%,
CNC(=S)N(Cc1cc2cc(C)ccc2n2nnnc12)CC(C)(C)CN(C)C,-1.1%,nt,-0.1%,nt,nt,-4%,nt,nt,13%,-1.1%,
CCNC(=S)N/N=C/c1ccc(OCc2ccc(C(=O)OC)cc2)cc1,0.6%,-3.2%,0.3%[50 µM],-12,-8,1%,i,-1.7%,5%,1.5%,
CCCCCCCCC(=O)NCCOc1ccccc1,0.4%,-8.2%,2.4%[50 µM],17,10,-6%,i,3.6%,0%,-0.1%,
